Assay outcomes from PubChem.
V1R ag counter = V1a receptor agonism, counter-screen for OXTR agonists; P37288; activation, % at 3 µM; CHO-V1R cells, Fluo-8 calcium fluorescence, agonist mode; 0% DMSO, 100% 3 nM vasopressin; 0.25% of 320,000 active;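 active = activation above the mean activation of all tested compounds plus 3 SD, per screening run, cut at about 20% in these data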;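 note: signal is peak over basal fluorescence ratio across a 100 second FLIPR read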
Target sequence (P37288 whole entry, looked up): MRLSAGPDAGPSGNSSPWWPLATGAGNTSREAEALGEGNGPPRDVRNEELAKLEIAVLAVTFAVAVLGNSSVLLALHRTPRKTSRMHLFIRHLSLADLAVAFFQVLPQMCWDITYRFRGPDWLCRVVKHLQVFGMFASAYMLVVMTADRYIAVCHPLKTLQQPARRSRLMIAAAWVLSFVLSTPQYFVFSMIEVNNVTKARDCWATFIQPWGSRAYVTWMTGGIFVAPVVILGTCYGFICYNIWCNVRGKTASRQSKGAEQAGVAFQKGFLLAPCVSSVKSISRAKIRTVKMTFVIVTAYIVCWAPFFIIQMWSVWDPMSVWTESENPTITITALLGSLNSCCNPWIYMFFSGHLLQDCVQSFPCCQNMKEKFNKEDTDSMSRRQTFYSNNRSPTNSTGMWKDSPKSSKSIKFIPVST
TAAR1 antagonist = human TAAR1 antagonism; Q96RJ0; inhibition, % at 3 µM; CHO RD-HGA16 TAAR1, Fluo-8 calcium fluorescence, antagonist; 1.5% of 360,000 active;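 active = inhibition above a per-plate cutoff, the mean inhibition of test compounds on that plate plus 3 SD, cut at about 49% in these data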;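 note: 0% = DMSO plus EC80 beta-PEA response and 100% = DMSO alone without agonist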
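Material: RD-HGA16 CHO cells with stable hTAAR1 and Gα16; Dosing: single nominal final test compound concentration of 3 µM; Schedule: seeding 17-24 h prior, 75-min 37 °C, 30-min RT dye loading; Detection: kinetic Fluo-8 calcium fluorescence measurement; Measure: % inhibition from peak post-agonist over basal fluorescence ratio; Benchmarks: vehicle and agonist controls.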
CHRM1 antagonist = blocks human M1 muscarinic receptor. P11229. CHO-K1 hM1, Fluo-8 calcium fluorescence, ACh EC80 antagonist. inhibition, % at 3 µM. 1.3% of 360,000 active. AID 588852;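 active = percent inhibition above its own plate's cutoff, namely the mean of that plate's compound wells plus 3 SD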;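 note: peak over basal fluorescence ratio during 140 s after agonist addition; 0% = ACh EC80 plus DMSO and 100% = DMSO alone without agonist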
CHRM1 PAM = positive allosteric modulators of human M1 muscarinic receptor; CHO-K1 hM1, Fluo-8 calcium fluorescence, ACh EC20; 0% = ACh EC20, 100% = maximal ACh; activation, % at 3 µM; 0.088% of 360,000 active; AID 588819; in the data active = activation above about 19%, passing the limit was not always enough
OXTR potentiate = human OXTR potentiation; AID 2445; P30559; 0.061% of 320,000 active; activation, % at 3 µM; CHO-OTR cells, Fluo-8 calcium fluorescence, potentiator mode; 0% = oxytocin EC15, 100% = EC100;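 active = activation above that plate's cutoff, the mean activation of tested compounds plus 3 SD, cut at about 6.6% in these data, passing the limit was not always enough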;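 note: 100% uses oxytocin at 75 nM as the full agonist control; some results filed as inactive read as strong as hits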
Target sequence (P30559 whole entry, looked up): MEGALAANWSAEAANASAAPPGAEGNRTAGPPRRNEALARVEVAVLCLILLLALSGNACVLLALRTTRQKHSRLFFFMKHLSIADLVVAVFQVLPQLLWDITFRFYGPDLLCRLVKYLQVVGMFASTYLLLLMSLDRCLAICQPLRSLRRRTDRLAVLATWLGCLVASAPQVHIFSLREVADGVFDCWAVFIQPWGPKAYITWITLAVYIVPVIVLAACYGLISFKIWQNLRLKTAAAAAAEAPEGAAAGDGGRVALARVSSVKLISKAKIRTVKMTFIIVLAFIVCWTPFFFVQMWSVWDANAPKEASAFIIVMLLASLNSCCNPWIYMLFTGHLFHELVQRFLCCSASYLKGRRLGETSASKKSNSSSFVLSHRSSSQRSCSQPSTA
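System: human OTR in CHO cells / Also added: sub-maximal oxytocin, roughly EC15 / Control set: EC15 oxytocin low, 75 nM oxytocin high / Schedule: 6 min compound pre-incubation at room temperature, 100 s kinetic read / Compound: single-point 3.0 µM / Replication: singlicate / Technique: Fluo-8 calcium dye fluorescence / Read-out basis: % activation of max/min ratio relative to oxytocin controls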
OXTR agonist = human OXTR agonism; 0.32% of 320,000 active; CHO-OTR cells, Fluo-8 calcium fluorescence; normalized: DMSO 0%, oxytocin 100%; AID 2435; activation, % at 3 µM; P30559;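 active = activation above the mean of all tested compounds plus 3 SD, cutoff set per screening run, cut at about 20% in these data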;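 note: peak over basal fluorescence ratio from a 100 s FLIPR kinetic read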
CHO parental Ca = counter-screen: ATP calcium response change in parental CHO cells; parental CHO-K1, ATP-induced calcium, Fluo-8 fluorescence; inhibition, % at 5.6 µM; 0.63% of 330,000 active; AID 463079;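 active = inhibition above that plate's mean sample inhibition plus 3 SD, cut at about 26% in these data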;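 note: 0% = ATP-challenged DMSO wells and 100% = DMSO wells without ATP; some compounds past the cut are filed as inactive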
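Material: parental CHO cells / Compound: single nominal dose of 5.6 µM per compound / Signal: Fluo-8 fluorescence / Replicates: singlicate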
TAAR1 ag = human TAAR1 agonism. activation, % at 3 µM. 0.99% of 360,000 active. CHO RD-HGA16 TAAR1, Fluo-8 calcium fluorescence; vehicle wells 0%, saturating PEA agonist 100%. AID 624467. Q96RJ0;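 active = activation above the mean activation of all test compounds in the run plus 3 SD, cut at about 38% in these data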
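Repeats: no replicates (n 1) | Material: CHO-derived RD-HGA16 cells with stable Gα16 and human TAAR1 | Technique: Kinetic Fluo-8 calcium fluorescence | Schedule: 17-24 h seeding, 75 min 37 °C dye, 30 min RT | Evaluation: % activation from peak over basal fluorescence ratio, DMSO-to-PEA scaled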
CHRM1 agonist = human M1 muscarinic receptor agonism. CHO-K1 hM1, Fluo-8 calcium fluorescence, agonist mode; 0% DMSO, 100% acetylcholine EC100. 0.33% of 360,000 active. activation, % at 3 µM. P11229. AID 588814;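 active = activation above the run's mean compound activation plus 3 SD, cut at about 16% in these data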;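 note: peak over basal fluorescence ratio within a 140 s kinetic read after compound addition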
Starred values were filed as active, the others as inactive; nt = no result given.

canonical_smiles	CHO parental Ca	OXTR agonist	V1R ag counter	TAAR1 antagonist	OXTR potentiate	CHRM1 PAM	CHRM1 antagonist	CHRM1 agonist	TAAR1 ag
O=C1N(Cc2ccc3c(c2)OCO3)c2ccccc2C1(O)c1c[nH]c2ccccc12 (stereo not given)	-8	0.8	0.1	-1	-9	8	-10	0	8
O=C(Nc1ccc(Cl)cc1)N(CCCN1CCOCC1)Cc1cccs1	-6	1.2	1.0	0	-3	-12	5	-9	5
Cc1ccc(/C=N/NC(=O)c2nnn(-c3nonc3N)c2CSc2ccccc2)cc1	-20	-1.6	0.2	-2	-15	0	-2	-4	-1
CC(C)NC(=O)c1sc2c(c1C(=O)Nc1cccnc1)CCCC2	-8	-1.3	-1.4	-7	-1	18	-11	1	5
CN(Cc1cccs1)C(=O)c1ccc(S(=O)(=O)N2CCCCC2)cc1	-8	0.9	1.0	-11	-1	10	-11	0	7
CC(=O)N1CCN(c2ccccc2NC(=O)c2cc(Br)ccc2Cl)CC1	-18	0.9	0.5	-5	-14	19	-8	-5	5
Cc1ccc(C(=O)CNc2cccc([N+](=O)[O-])c2)cc1	-25	0.2	1.1	5	-7	-5	-3	-5	7
CC(=O)c1ccc(N2CCN(C(=O)CCCn3c(=O)[nH]c4ccccc4c3=O)CC2)cc1	-1	-0.1	1.8	5	-15	2	3	-3	8
O=C(CCc1nc(-c2ccccc2F)no1)NCc1ccco1	5	-0.5	0.0	13	-4	-4	3	-3	5
CN(CC(N)=O)S(=O)(=O)c1ccc(F)cc1	0	0.2	0.8	-8	0	7	-14	-5	6
O=[N+]([O-])c1ccc2c(c1)[nH]c(=S)n2-c1ccccc1	-10	-0.3	0.4	-20	-14	6	3	-4	-1
CC(=O)N1CCc2cc(S(=O)(=O)CCC(=O)NCc3ccc4c(c3)OCO4)ccc21	-20	0.4	0.5	7	-13	-5	12	-4	4
O=C(COC(=O)c1ccc(C(F)(F)F)cc1)NC(=O)NC1CCCC1	4	-2.2	-0.3	-10	-5	3	4	-1	3
COCCCN(C(=S)NC(=O)C12CC3CC(CC(C3)C1)C2)c1c(N)n(Cc2ccccc2)c(=O)[nH]c1=O	-23	-0.5	0.1	-47	-1	7	-14	-4	2
COc1ccc2sc(N3C(=O)CC(Cc4cccc(C)c4)C3=O)nc2c1 (stereo not given)	-17	-1.4	-0.1	8	-2	-2	-14	-4	4
O=C(CC1C(=O)NCCN1C(=O)Nc1ccccc1)Nc1ccc2c(c1)OCO2 (stereo not given)	-9	0.0	0.0	10	-10	7	-9	-3	14
Cc1ccc(NC(=O)C2CCN(S(=O)(=O)c3ccc4c(c3)OCCO4)CC2)nc1	-24	-0.7	0.3	-4	-4	4	6	-3	2
Cc1ccc2nc3c(cc(C(=O)NCCCn4ccnc4)n3C)c(=O)n2c1	-17	-0.1	-0.3	-11	-9	8	-8	-3	4
Cc1ccc(CNC(=O)Cc2ccc(Br)cc2)cc1	0	-2.5	-0.7	-10	-3	10	-13	-2	0
Cc1ccc(CSc2nnc(-c3ccccc3N)c(=O)[nH]2)cc1	-4	1.6	0.9	17	-4	-6	9	-4	9
O=C(CN1C(=O)NC(c2ccccc2)(c2ccccc2)C1=O)NCc1ccccc1	-14	0.3	-0.7	5	-5	3	-5	1	-2
Cc1ccc(C)c(NC(=O)Cc2coc3cc4c(cc23)CCC4)c1	-23	-0.4	-0.7	-6	-2	28*	8	-3	0
Cc1ccc2[nH]c3c(=O)n(CC(=O)Nc4ccccc4N4CCN(C)CC4)ncc3c2c1	-28	1.8	14	-24	-2	6	-3	-5	5
COCCNC(=O)c1cccc2c(-c3cnn(C)c3)coc12	nt	nt	nt	-17	nt	5	-4	-3	2
CCC(=O)O/N=C(\N)c1ccc(Oc2cc(C)c(Cl)c(C)c2)c([N+](=O)[O-])c1	9	1.0	0.7	0	-3	1	-3	-2	1
O=C(CSc1ncccc1C(=O)O)NC1CCCCC1	-15	0.0	-0.8	2	-7	10	-1	0	0
CCOC(=O)c1ccccc1NC(=O)c1c(F)c(F)c(F)c(F)c1F	-38	-3.2	-1.2	-17	1	7	-12	1	17
Cc1ccc(S(=O)(=O)NC2=NCN(CC(=O)O)CN2)cc1	-4	0.7	0.1	-15	3	3	-4	-3	0
FC(F)(F)COc1cc(-c2nnc(SCc3ccccc3)n2Cc2ccco2)cc(OCC(F)(F)F)n1	4	6.1	5.2	-33	-5	-8	5	-1	1
COc1cc(NC(=O)COC(C)=O)c(C)cc1[N+](=O)[O-]	-5	-0.8	0.4	2	-3	6	-1	-6	1

Arranged by molar mass (rising): part of the list above.
canonical_smiles	CHO parental Ca	OXTR agonist	V1R ag counter	TAAR1 antagonist	OXTR potentiate	CHRM1 PAM	CHRM1 antagonist	CHRM1 agonist	TAAR1 ag
COCCNC(=O)c1cccc2c(-c3cnn(C)c3)coc12	nt	nt	nt	-17	nt	5	-4	-3	2
Cc1ccc2nc3c(cc(C(=O)NCCCn4ccnc4)n3C)c(=O)n2c1	-17	-0.1	-0.3	-11	-9	8	-8	-3	4
CN(Cc1cccs1)C(=O)c1ccc(S(=O)(=O)N2CCCCC2)cc1	-8	0.9	1.0	-11	-1	10	-11	0	7

Other entries:
canonical_smiles	CHO parental Ca	OXTR agonist	V1R ag counter	TAAR1 antagonist	OXTR potentiate	CHRM1 PAM	CHRM1 antagonist	CHRM1 agonist	TAAR1 ag
O=C(O)CSCc1cn2cc(Cl)ccc2n1	-12	0.5	1.1	-2	-7	8	-10	-4	6
CCOC(=O)C1=C(C)Nc2nnnn2C1c1cccnc1 (stereo not given)	6	0.9	0.4	14	-6	8	-5	-4	1
CC1CN(CCOCCSc2ccc(Cl)cc2)CC(C)O1 (stereo not given)	-10	-0.6	-0.8	1	-7	-1	-10	-8	3
COC(=O)[C@H](CC(C)C)NS(=O)(=O)c1ccccc1	-2	1.1	0.1	0	-2	-3	9	-5	8
Cc1cccc(NC(=O)C2CCCC2)c1	-2	-1.9	-0.4	-3	2	8	-8	-2	10
COc1ccc(Cl)c(Cn2c(NCC(C)O)nc3c2c(=O)n(C)c(=O)n3C)c1 (stereo not given)	-6	0.7	0.1	5	2	5	-6	1	12
Cc1cc(NC(=O)COC(=O)c2ccccc2NCCO)no1	-17	0.6	1.9	-6	4	1	-1	1	0
COc1ccc(S(=O)(=O)N2CCOCC2)cc1NC(=O)C1CC(=O)N(c2ccc3c(c2)OCCO3)C1 (stereo not given)	nt	nt	nt	-31	nt	0	-2	-3	5
CCN(CC(=O)NCc1cccs1)C(=O)/C=C/c1cccc(Br)c1	-18	-1.0	-0.4	-1	-5	1	7	-4	-1
Cc1oc(-c2cccc(F)c2)nc1CN1CCCCC1CCc1ccccn1 (stereo not given)	-27	-0.8	0.2	33	1	-2	3	-7	1
COc1cc(/C=N/NC(=O)c2ccc(O)cc2)ccc1OCC(=O)N1CC(C)OC(C)C1 (stereo not given)	-1	-0.2	-0.3	14	-3	1	-3	-2	0
CCOC(=O)CSc1nnc(CCc2nc3ccccc3[nH]2)n1C	-1	-0.8	0.0	-8	-14	12	-15	10	1
CC(=O)c1ccc(-n2c(CCC(=O)O)ccc2-c2ccccc2)cc1	-3	0.0	0.6	-9	-11	-3	0	-6	-1
COc1ccccc1N1CCN(C(=O)Cc2cccs2)CC1	-12	0.2	-0.2	6	0	5	-2	-4	14
CC(=O)c1cccc(NC(=S)N2CCN(c3ccccn3)CC2)c1	-6	0.5	1.2	-3	-2	1	1	-3	0
CCn1c(SCC(=O)c2ccc(NS(=O)(=O)c3ccccc3)cc2)nnc1-c1cccs1	-22	-0.9	-0.7	6	-3	-10	14	-7	10
COc1ccc(OC)c(CCNC(=O)CCn2ccc3cc(S(=O)(=O)N4CCCC4)ccc32)c1	-20	0.2	2.2	-25	-5	7	-1	-5	0
Cn1c(Oc2ccccc2NCc2cccc(Br)c2)cc(=O)n(C)c1=O	-16	-3.1	-1.3	5	-16	-9	-8	-5	6
C=CCN(c1ccccc1)S(=O)(=O)c1cccc(C(=O)NCc2ccncc2)c1	-29	-0.1	1.2	7	-13	1	-1	-4	5
CCN1CCN(C(=O)c2ccc(Cl)c(S(=O)(=O)N3CCOCC3)c2)CC1	-7	0.1	0.1	-21	-3	-1	1	-8	0
CCCN=C1N(CC)C[C@@H]2[C@@H]3C(=O)N(C)C(=O)[C@@H]3[C@](Cc3ccccc3)(C(=O)OC)N12	-5	nt	nt	-7	nt	19	-19	-2	2
Cc1ncc(C(=O)Nc2ccccc2)[nH]1	nt	nt	nt	-3	nt	-2	-3	-1	1
CC(=O)Nc1cc(NC(C)=O)cc(C(=O)NC(C)(C)C)c1	-5	0.9	0.6	-1	0	10	-5	-3	4
Cc1ccc(C(=O)CSC2=C(C#N)C(c3ccco3)C3=C(CCCC3=O)N2)cc1 (stereo not given)	1	-0.5	-1.3	9	-1	1	-6	-7	6
CC(=O)c1c(COC(=O)c2ccc(C)cc2)nc2ccccc2[n+]1[O-]	-9	1.1	1.1	16	-6	21	-23	0	4
CCC(C)(C)NC(=O)C(c1ccccc1F)N(Cc1ccco1)C(=O)c1csnn1 (stereo not given)	-15	-1.6	-1.2	-4	3	11	-1	-4	7
COc1ccc2[nH]c(=O)c(CN(CC3CCCO3)C(=O)Nc3ccccc3OC)cc2c1 (stereo not given)	nt	nt	nt	63*	nt	-10	29	-1	16
Cc1cccc(NC(=S)N(CCN2CCOCC2)Cc2cc3cc4c(cc3[nH]c2=O)OCO4)c1	-12	-0.5	-1.1	-4	-1	4	-2	0	6
O=C(Nc1ccccc1)C(O)C(O)C(=O)Nc1ccccc1 (stereo not given)	-8	0.5	-0.1	-12	1	17	0	9	1
C[C@@H]1CCCCO[C@H](CN(C)C(=O)Nc2ccc(F)cc2)[C@@H](C)CN([C@H](C)CO)C(=O)c2cc(N(C)C)ccc2O1	nt	nt	nt	2	nt	1	-4	-3	2
CC(C)c1cc(C(=O)N2CCCC(C(=O)c3ccc4ccccc4c3)C2)on1 (stereo not given)	-4	-1.8	-1.4	-6	-20	-4	0	-6	-1

Rows were taken by chance, and some 3.7% of all compounds hit somewhere here.
